# Bioassay records (PubChem BioAssay)
# EPAC1 antag = qHTS for Antagonist of cAMP-regulated guanine nucleotide exchange factor 3 (EPAC1): primary screen. EPAC1 GEF assay, Rap1b-BODIPY-GDP exchange fluorescence. hit rate 0.14% among 360,000. AID 720709, 2013. Potency, µM (highest dose often 115 µM), for the others: at the top dose activity change, negative = inhibition, usual class: inhibitors. Rap guanine nucleotide exchange factor 3 (Homo sapiens), O95398;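 note: plate controls were vehicle for no effect and positive control for full effect; nearly all actives have a fitted effect of over 50% in size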
# Target sequence (O95398 whole entry, looked up): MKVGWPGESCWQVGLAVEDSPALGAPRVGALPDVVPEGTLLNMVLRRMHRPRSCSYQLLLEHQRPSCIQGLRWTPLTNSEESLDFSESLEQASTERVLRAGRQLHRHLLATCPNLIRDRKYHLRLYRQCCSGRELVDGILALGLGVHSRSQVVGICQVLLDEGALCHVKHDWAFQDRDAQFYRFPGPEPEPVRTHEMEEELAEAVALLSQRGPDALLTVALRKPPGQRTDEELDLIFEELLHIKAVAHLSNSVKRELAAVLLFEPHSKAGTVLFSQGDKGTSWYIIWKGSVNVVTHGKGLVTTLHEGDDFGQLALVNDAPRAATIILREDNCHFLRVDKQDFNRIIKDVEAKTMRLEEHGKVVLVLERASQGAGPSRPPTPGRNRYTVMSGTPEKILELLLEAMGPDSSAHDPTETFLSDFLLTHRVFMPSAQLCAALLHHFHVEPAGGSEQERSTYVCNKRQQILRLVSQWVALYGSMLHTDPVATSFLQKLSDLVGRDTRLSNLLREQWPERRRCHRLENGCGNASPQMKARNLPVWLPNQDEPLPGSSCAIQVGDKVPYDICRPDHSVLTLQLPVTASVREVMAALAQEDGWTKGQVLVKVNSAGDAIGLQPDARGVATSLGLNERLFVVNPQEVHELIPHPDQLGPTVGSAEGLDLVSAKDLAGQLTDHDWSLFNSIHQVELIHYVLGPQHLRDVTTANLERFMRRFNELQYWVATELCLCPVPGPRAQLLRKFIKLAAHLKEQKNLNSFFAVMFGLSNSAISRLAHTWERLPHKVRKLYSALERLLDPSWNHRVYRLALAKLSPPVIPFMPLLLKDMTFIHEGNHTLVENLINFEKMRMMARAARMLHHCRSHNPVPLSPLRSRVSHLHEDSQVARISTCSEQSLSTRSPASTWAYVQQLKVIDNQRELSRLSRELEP
# TDP43 rescue = qHTS of TDP-43 Inhibitors. hit rate 1.8% among 410,000. Potency, µM (doses to about 46.1 µM), for the others: at the top dose growth rescue (activation), most hits filed as activators. AID 652104, 2013. TDP-43 expressing yeast growth rescue, BacTiter-Glo, 24 h; note: % of control where 0% means no effect; nearly all actives have a fitted effect of over 50% in size
#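 Cell-based yeast growth screen: TDP-43 expression induced in galactose, inoculum OD600=0.02 after raffinose pregrowth to mid-log. Read-out BacTiter-Glo luminescence at 24 hr, 30 deg C; inhibition of toxicity seen as signal increase.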
# PTHR1 agonist = qHTS for PTHR1 Agonists: Primary Screen | Potency, µM (top dose mostly 115 µM), for the others: at the highest dose activation, hits mostly activators | hit rate 0.075% among 410,000 | AID 743266, 2014 | Parathyroid hormone/parathyroid hormone-related peptide receptor (Homo sapiens), Q03431 | HEK293 GP2 PTHR1 cells, GloSensor cAMP luminescence, 1 h; note: nearly all actives have a fitted effect of over 55% in size; some results filed as inactive show a strong effect at the top dose; inactives centre near -15; many of its hits are not listed in these tables
#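 HEK-293-derived GP2 cells expressing PTHR1 and a GloSensor cAMP reporter, 3,000/well, plated overnight, given luciferin plus IBMX (each 0.5 mM as added) for 1 h at 37 °C, then compound for 1 h at 37 °C. Luminescence was read after 15 min at room temperature.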
# EPAC1 agonist = qHTS for Agonist of cAMP-regulated guanine nucleotide exchange factor 3 (EPAC1): primary screen; Potency, µM (doses to about 154 µM), inactives show at the highest dose activation, usual class: activators; Rap guanine nucleotide exchange factor 3 (Homo sapiens), O95398; EPAC1 agonist qHTS, biochemical assay; response scale: 100% = response to 6.5 mM cAMP; AID 720707, 2013; hit rate 0.073% among 360,000; note: nearly all actives have a fitted effect of over 60% in size
#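 Nucleotide exchange assay: 100 nM EPAC1 with 250 nM Rap1B loaded with BODIPY-GDP and 50 uM GDP, room temperature. Fluorescence (480/540 nm) read every 5 min for 30 min; signal change normalized to 6.5 mM cAMP as full agonist.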
# EPAC2 antagonist = qHTS for Antagonist of cAMP-regulated guanine nucleotide exchange factor 2 (EPAC2): primary screen. Rap guanine nucleotide exchange factor 4 (Homo sapiens), Q8WZA2. EPAC2 GEF exchange of Rap1B-BODIPY-GDP, fluorescence. Potency, µM (titrated, usually from 114 µM), for the others: at the highest dose activity, negative = inhibition, hits mostly inhibitors. hit rate 0.18% among 360,000; note: % is set by controls: 0 for no effect and ±100 for the full control effect; nearly all actives have a fitted effect of over 45% in size; many of its hits are not listed in these tables
# EPAC2 agonist = qHTS for Agonist of cAMP-regulated guanine nucleotide exchange factor 4 (EPAC2): primary screen; Rap guanine nucleotide exchange factor 4 (Homo sapiens), Q8WZA2; EPAC2 activation, biochemical qHTS; response scale: 100% = 6.5 mM cAMP response; Potency, µM (top dose mostly 154 µM), for the others: at the highest dose activation, actives largely listed as activators; hit rate 0.079% among 360,000; AID 720711, 2013; note: nearly all actives have a fitted effect of over 50% in size
#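 Guanine nucleotide exchange by EPAC2 is measured as reduced fluorescence of BODIPY-GDP once it is released from 250 nM Rap1B. Plates are read kinetically for 30 min at room temperature; results are scaled to 6.5 mM cAMP.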
# aSyn rescue = qHTS of alpha-syn Inhibitors; Yeast expressing alpha-synuclein, growth rescue, BacTiter-Glo, 24 h; Potency, µM (series often up to 46.1 µM), for the others: top-dose growth rescue (activation), hits mostly activators; hit rate 0.14% among 370,000; AID 652106, 2013; note: % of control where 0% means no effect; nearly all actives have a fitted effect of over 65% in size
#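 Readout is rescue of growth in alpha-synuclein-expressing yeast, so inhibitors of toxicity appear as activators. Growth after 24 hr at 30 deg C in galactose medium is quantified by luminescence.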
# FUS suppressor = qHTS for Suppressors of FUS Proteinopathy: Primary screen using FUS-linked yeast assay; S. cerevisiae FUS-expressing, growth rescue, OD600, 24 h; Potency, µM (top dose mostly 76.6 µM), for inactives: top-dose growth rescue (activation), hits mostly activators; hit rate 0.24% among 390,000;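 note: plate controls were DMSO vehicle for no effect and reference control for full effect; nearly all actives have a fitted effect of over 55% in size; some results filed as inactive show a strong effect at the top dose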
#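 Quantitative HTS measuring growth restoration of FUS-toxic yeast. Galactose-induced cells (OD 0.005) were exposed 24hr at 30C to compounds at several concentrations, then absorbance at 600 nm was recorded.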
# * marks the source's active call; other numbers are inactive results; i = inactive; ? = inconclusive; . = not tested or not shown; [ ] = dose if it differs, or a comment. Calls come from the whole dose curve; as a rule, active = well fitted curve in the direction sought with a large enough effect; inconclusive = small, poorly fitted or top-dose-only effect, or another doubt; inactive = no such curve, though single readings can be large; an effect the other way counts as inactive or inconclusive. Potency is the fitted concentration of half-maximal effect. The list is partial, so the mix of outcomes need not match the whole.
SMILES,EPAC1 antag,TDP43 rescue,PTHR1 agonist,EPAC1 agonist,EPAC2 antagonist,EPAC2 agonist,aSyn rescue,FUS suppressor
CCCCC(=O)NC(=S)Nc1cccc(Cl)c1N1CCCCC1,-10%,7%,-10%,2%,-29%,-1%,-11%,.
CCCCN(C(=O)c1ccc(C)o1)c1c(N)n(CCCC)c(=O)[nH]c1=O,15%,-15%,-11%,2%,21%,-3%,2%,2%
CC1CC(C)CN(C(=O)CN2C(=O)NC(c3ccccc3)(c3ccccc3)C2=O)C1 (stereo not drawn),0%,4%,-6%,7%,-4%,-9%,1%,-2%
COc1ccc(N/N=C(/C)c2cnnc(-c3ccccc3)n2)cc1,-20%,0%,i,8%,2%,4%,0%,.
COC(=O)c1ccc(C(=O)NC(=S)Nc2nc3c(s2)CC(C)CC3)cc1 (stereo not drawn),-8%,10%,i,7%,4%,-3%,-1%,-13%
CC(C)Sc1sc(C(=O)O)c(-c2ccc(Cl)cc2)c1C#N,16%,15%,-17%,1%,-1%,-5%,-19%,-14%
COc1ccccc1N(CCOc1ccccc1)S(=O)(=O)c1ccccc1,-5%,-5%,-15%,6%,-4%,9%,8%,11%
Cn1c(SCC(=O)NC2(C#N)CCCCC2)nnc1-c1cccnc1,5%,-2%,i,-1%,-3%,1%,-3%,3%
COc1ccc(OC)c(N(CC(=O)N2CCc3ccccc3C2)S(C)(=O)=O)c1,-7%,-18%,i,6%,-3%,12%,-3%,-2%
COc1cc(/C=C/C(=O)OCC(=O)NC(=O)NC(C)(C)C)ccc1O,-4%,3%,i,-10%,1%,2%,2%,-11%
CC1Cc2ccccc2N1CC(=O)NC(=O)NCc1ccccc1 (stereo not drawn),-4%,2%,-34%[inhibitor],23%,7%,13%,-2%,0%
COc1ccc(C(CNC(=O)c2oc3ccc(C)cc3c2C)N2CCCCC2)cc1 (stereo not drawn),?,-4%,i,0%,-14%,18%,-4%,16%
COc1ccc(CC(N)c2csc(NC(=O)c3cccs3)n2)cc1 (stereo not drawn),-1%,-5%,i,-21%,-5%,-2%,2%,23%
O=C(COC(=O)c1cccnc1Cl)Nc1cccc(S(=O)(=O)N2CCCCC2)c1,-20%,0%,-18%,7%,-1%,17%,1%,15%
CN(Cc1ccccc1)C(=O)CSc1nnc(-c2ccco2)n1-c1ccccc1,-12%,-2%,-11%,1%,-2%,4%,1%,.
O=C(COc1ccccc1)N1CCN(C(=O)Cc2ccccc2)CC1,-2%,5%,-14%,-6%,8%,1%,5%,-28%
CCOc1cc(C)c(S(=O)(=O)NCc2ccccn2)cc1C,-5%,9%,-34%[inhibitor],-2%,9%,9%,6%,8%
CC1(C)NC(=O)N(CCOCCOc2ccccc2)C1=O,-6%,29%,i,-3%,2%,-1%,1%,-10%
COc1ccc(N2C(=O)C3CCCN3C2c2cccs2)cc1 (stereo not drawn),7%,16%,i,-6%,-4%,6%,-7%,-7%
COc1cccc(N2CC(O)=C(c3nc4ccccc4s3)C2=N)c1,-15%,8%,i,8%,-8%,5%,1%,-21%
Cc1c(Br)c([N+](=O)[O-])nn1CC(=O)N1CCN(Cc2ccccc2)CC1,-22%,-27%,1%,-1%,1%,5%,-9%,10%
CCOC(=O)c1c(NC2=NS(=O)(=O)c3ccccc32)sc2c1CCCCC2,-19%,8%,-19%,3%,-6%,10%,6%,-3%
COc1ccccc1CNC(=O)c1ccc(-c2ccccc2Cl)o1,18%,2%,-48%[inhibitor],12%,-14%,2%,4%,?
O=C(C1CCC(C(=O)N2CCc3ccccc32)CC1)N1CCc2ccccc21 (stereo not drawn),-8%,4%,i,6%,-7%,17%,-3%,-4%
O=C(CN1C(=O)/C(=C/c2ccc(Cl)cc2)SC1=S)NC1C=CS(=O)(=O)C1 (stereo not drawn),-19%,-1%,i,-4%,-17%,0%,-1%,?

# Seven compounds from above, arranged by their value in EPAC2 agonist, high to low.
Structure	EPAC1 antag	PTHR1 agonist	EPAC2 antagonist	EPAC2 agonist
COc1ccc(C(CNC(=O)c2oc3ccc(C)cc3c2C)N2CCCCC2)cc1 (stereo not drawn)	?	i	-14%	18%
COc1ccc(OC)c(N(CC(=O)N2CCc3ccccc3C2)S(C)(=O)=O)c1	-7%	i	-3%	12%
CCOC(=O)c1c(NC2=NS(=O)(=O)c3ccccc32)sc2c1CCCCC2	-19%	-19%	-6%	10%
COc1ccc(N/N=C(/C)c2cnnc(-c3ccccc3)n2)cc1	-20%	i	2%	4%
COc1cc(/C=C/C(=O)OCC(=O)NC(=O)NC(C)(C)C)ccc1O	-4%	i	1%	2%
CCCCC(=O)NC(=S)Nc1cccc(Cl)c1N1CCCCC1	-10%	-10%	-29%	-1%
CCCCN(C(=O)c1ccc(C)o1)c1c(N)n(CCCC)c(=O)[nH]c1=O	15%	-11%	21%	-3%

# The listing picks up; the two compounds before the break are reprinted first.
SMILES,EPAC1 antag,TDP43 rescue,PTHR1 agonist,EPAC1 agonist,EPAC2 antagonist,EPAC2 agonist,aSyn rescue,FUS suppressor
O=C(C1CCC(C(=O)N2CCc3ccccc32)CC1)N1CCc2ccccc21 (stereo not drawn),-8%,4%,i,6%,-7%,17%,-3%,-4%
O=C(CN1C(=O)/C(=C/c2ccc(Cl)cc2)SC1=S)NC1C=CS(=O)(=O)C1 (stereo not drawn),-19%,-1%,i,-4%,-17%,0%,-1%,?
CCN(C(=O)CN1CCN(S(=O)(=O)c2ccccc2C(F)(F)F)CC1)c1c(N)n(Cc2ccccc2)c(=O)[nH]c1=O,10%,16%,i,4%,-1%,-4%,-1%,5%
COc1ccccc1Oc1nc(C)c(C(C)=O)cc1C#N,?,-10%,-39%[inhibitor],2%,?,-2%,1%,0%
CCN1CCN(C(=O)CS(=O)(=O)Cc2nc(-c3ccccc3C)oc2C)CC1,-2%,-17%,-22%,7%,5%,6%,-5%,-13%
COc1cccc(C(c2nnnn2Cc2ccco2)N2CCN(c3cccc(C)c3C)CC2)c1OC (stereo not drawn),0%,1%,0%[57.5 µM],2%,-3%,10%,24%,26%
COc1ccccc1OCC(=O)O/N=C(\N)c1ccccn1,-5%,13%,-19%,12%,2%,4%,9%,1%
CCCCC(=O)NC1(C(F)(F)F)NC(=O)N(C)C1=O (stereo not drawn),1%,-8%,-24%,6%,-3%,-1%,-8%,10%
COc1cc(NC(=O)C2CCCN2S(=O)(=O)c2cccc3cccnc23)cc(OC)c1OC (stereo not drawn),-12%,0%,-22%,-6%,1%,0%,0%,-7%
CCC12CN3CC(CC)(CN(C1)C31C(=O)N(C)c3ccc(C)cc31)C2=O (stereo not drawn),-8%,0%,i,4%,-2%,3%,12%,1%
COc1ccccc1N1CCN(C2=Nc3cccc4cccc2c34)CC1,-5%,-14%,-7%,9%,-7%,18%,10%,18%
COc1ccc(C)cc1NC(=O)c1ccc(S(=O)(=O)N2CCCCC2)cc1,-11%,7%,i,15%,-7%,15%,27%,35%
CCOC(=O)N1CCN(C(=O)C2CCCN(S(=O)(=O)c3ccccc3)C2)CC1 (stereo not drawn),-14%,-29%,?,0%,0%,2%,-1%,13%
Cc1noc(C)c1S(=O)(=O)N1CCC(C(N)=O)CC1,23%,10%,i,-1%,6%,5%,-5%,6%
CC(C)C1NC(=S)N(Cc2ccccc2)C1=O (stereo not drawn),-6%,17%,i,8%,2%,5%,-1%,19%
O=C(COC(=O)c1ccccc1NCCO)NCc1cccs1,-17%,-24%,i,2%,4%,6%,0%,33%
Cc1nn(Cc2ccc(F)cc2)c(C)c1NC(=O)c1nn(C)cc1Cl,1%,-1%,i,4%,14%,-2%,-11%,17%
Cn1c(N)c(N=Nc2ccc(S(N)(=O)=O)cc2)c(=O)n(C)c1=O,-3%,17%,i,0%,4%,4%,0%,-26%
OCC1OC(n2ccc3c(NO)ncnc32)C(O)C1O (stereo not drawn),-26%,2%,-41%[inhibitor],5%,-5%,2%,-1%,.
COC(=O)c1sc(S(=O)(=O)N2CCCCC2C)c(C(=O)OC)c1C (stereo not drawn),-10%,6%,-57%[inhibitor],-2%,?,20%,0%[1.84 µM],12%
CCCn1c(=O)c(C(=O)c2ccccc2)nc2ccccc21,-18%,21%,-15%[57.5 µM],3%,-9%,9%,5%,13%
S=c1[nH]nc(-c2ccc3ccccc3n2)o1,2%,-26%,-1%[57.5 µM],10%,4%,4%,-3%,20%
CC(C)(C)N(Cc1ccc2c(c1)OCO2)C(=O)/C=C\S(=O)c1ccccc1 (stereo not drawn),-24%,?,i,8%,-9%,25%,14%,.
COc1ccc(NC(=O)c2ccc(-c3ccc([N+](=O)[O-])cc3)o2)cc1,-4%,-7%,-17%,4%,17%,1%,0%,12%
CCC(=O)Nc1cc2c3c(c1)CCN3C(=O)CC2,-6%,2%,i,3%,9%,13%,0%,-18%
COc1ccc(C(=O)N2c3ccccc3C(=O)OC2c2ccc3c(c2)OCO3)cc1 (stereo not drawn),-20%,-10%,-26%,15%,-11%,-5%,-3%,4%
CC1(C)OC(=O)C(C(c2ccccc2)C(C#N)C(N)=O)=C(O)O1 (stereo not drawn),-1%,11%,i,-4%,-2%,-8%,-1%,7%
O=C1/C(=C/c2ccccc2)SC(=S)N1C1CCS(=O)(=O)C1 (stereo not drawn),5%,15%,-14%,-6%,4%,4%,1%,-25%
CC(=O)Nc1ccc(S(=O)(=O)NCCC(=O)OCc2ccccc2F)cc1,-11%,-17%,-24%,-1%,-5%,7%,9%,-17%
CCCCCCCCN1[C@@H](CC(=O)O)c2cc(C(F)(F)F)ccc2S1(=O)=O,-4%,?,-27%,-7%,-28%,-7%,-26%,4%
COCCNC(=O)C1(C)CCCN(C(=O)CCc2ccccc2)C1 (stereo not drawn),11%,29%,i,-2%,19%,5%,-4%,-25%
